Source: PubChem (several laboratories)
TMEM16A act: activators or potentiators of mouse TMEM16A chloride channel; Q8BHY3; HEK293 TMEM16A/YFP-H148Q/I152L, iodide quench fluorescence; hits give low values; B-score at 10 µM; hit rate 0.3% among 340,000;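 active = fluorescence-ratio B-score plate-corrected deviation score at least 3 library SD below zero, with starting fluorescence score within 5 deviations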;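 note: channel opened by trigger with iodide after compound preincubation; score built on the fluorescence ratio of max minus min over baseline; more negative score means more quench and so TMEM16A activation or potentiation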
HDAC3 inh: blocks human histone deacetylase 3; inhibition, % at 8.3 µM; recombinant HDAC3, fluorogenic peptide/trypsin coupled, fluorescence; hit rate 0.15% among 320,000; O15379; in the data active = inhibition above about 26%, passing the limit was not always enough; inconclusive = no clear call, values can overlap the other calls
Target sequence (O15379 whole entry, looked up): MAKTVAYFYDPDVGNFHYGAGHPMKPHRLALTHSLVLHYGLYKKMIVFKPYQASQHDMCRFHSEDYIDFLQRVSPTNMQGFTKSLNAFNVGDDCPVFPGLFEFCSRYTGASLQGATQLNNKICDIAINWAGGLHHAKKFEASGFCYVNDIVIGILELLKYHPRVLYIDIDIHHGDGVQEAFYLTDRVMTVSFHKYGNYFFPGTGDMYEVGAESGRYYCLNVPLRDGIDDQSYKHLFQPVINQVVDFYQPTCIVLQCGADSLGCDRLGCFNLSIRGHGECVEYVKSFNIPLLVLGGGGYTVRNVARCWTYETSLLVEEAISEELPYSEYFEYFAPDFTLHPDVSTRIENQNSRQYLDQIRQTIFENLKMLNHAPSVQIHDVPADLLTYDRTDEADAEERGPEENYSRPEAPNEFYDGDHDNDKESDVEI
Active calls of the source: *; i = inactive; ? = inconclusive. Some of the compounds tested; count on the stated rates, not on these rows.

TMEM16A act	HDAC3 inh	Molecule
i	8	C=C(C)c1ccccc1
i	-7	O=C1c2ccccc2NC(c2ccc(-c3ccccc3F)o2)N1O (stereo unspecified)
i	-6	CCN(C[C@H]1N[C@@](Cc2ccccc2)(C(=O)OC)[C@H]2C(=O)N(C)C(=O)[C@@H]12)C(=O)Nc1ccc(Cl)cc1
i	?	CCc1ccc(OCC(=O)NNC(=O)c2cc(S(=O)(=O)N3CCOCC3)ccc2N2CCCC2)cc1
i	0	COc1cccc(CC(=O)OCC(=O)NCc2ccc3c(c2)OCO3)c1
i	10	CCCN(CC(=O)Nc1ccccc1OC)C(=O)Cc1ccc2c(c1)CCC2
i	7	COc1cccc(-c2ncc3ccccc3c2COC(=O)CCC(=O)O)c1
i	1	COc1cc(Cl)c(C)cc1NC(=O)CN1C(=O)C2CCCCC2C1=O (stereo unspecified)
i	0	COc1ccc(OCC(=O)OCC(=O)Nc2cc(S(=O)(=O)N3CCOCC3)ccc2Cl)cc1
i	-1	C[C@H](CO)N1C[C@H](C)[C@@H](CN(C)S(=O)(=O)c2cn(C)cn2)Oc2ccc(NC(=O)Cc3ccccc3)cc2C1=O
i	-4	COc1ccccc1C(=O)NCC(=O)NCCSc1ccc(Br)cc1
i	-1	Cc1ccccc1OCC(=O)NNC(=O)Cn1[nH]c(=O)c2ccccc2c1=O
i	1	COc1ccc(-c2ccc3oc(-c4ccsc4)cc(=O)c3c2)cn1
i	22	C[C@H]1CN([C@@H](C)CO)C(=O)Cc2cc(NC(=O)CCC(F)(F)F)ccc2O[C@H]1CN(C)Cc1ccc(C(F)(F)F)cc1
i	13	N#C/C=C/N1CCN(C(=O)c2ccco2)CC1
i	1	O=C(c1cccc(S(=O)(=O)Nc2ccccc2Cl)c1)N1CCN(c2ccccc2O)CC1
i	0	CCCCN(C(=O)CCC(=O)OCC(=O)NCc1ccccc1)c1c(N)n(CCC)c(=O)[nH]c1=O
i	8	CN(CC(=O)Nc1ccccc1Br)C(=O)c1ccccc1OCc1ccc(F)cc1
i	22	Cc1cc(C(=O)NN=C(CCC(=O)O)c2cccs2)c(C)o1
i	-4	CC1(c2ccccc2Br)NC(=O)N(CC(=O)N2CCc3ccccc3C2)C1=O (stereo unspecified)
i	-2	CCOc1ccc(S(=O)(=O)N2CCOCC2)cc1NC(=O)CN1C(=O)NC2(CCCCC2)C1=O
i	0	COc1ccc(S(=O)(=O)N(C)C[C@H]2Oc3c(NC(=O)NC(C)C)cccc3C(=O)N([C@H](C)CO)C[C@@H]2C)cc1
i	2	Cc1ccc(N(C)S(=O)(=O)c2cccc(C(=O)N3CCN(Cc4ccccc4)CC3)c2)cc1
i	2	CCCCN(C(=O)C1COc2ccccc2O1)c1c(N)n(CCC)c(=O)[nH]c1=O (stereo unspecified)
i	-5	O=C(Cc1c(F)cccc1Cl)OCC(=O)N1CCN(c2ccccc2)CC1

Fetched one by one from the entries so far (4):
TMEM16A act	HDAC3 inh	Molecule
i	2	CCCCN(C(=O)C1COc2ccccc2O1)c1c(N)n(CCC)c(=O)[nH]c1=O (stereo unspecified)
i	0	COc1cccc(CC(=O)OCC(=O)NCc2ccc3c(c2)OCO3)c1
i	1	COc1ccc(-c2ccc3oc(-c4ccsc4)cc(=O)c3c2)cn1
i	0	CCCCN(C(=O)CCC(=O)OCC(=O)NCc1ccccc1)c1c(N)n(CCC)c(=O)[nH]c1=O

Next entries:
TMEM16A act	HDAC3 inh	Molecule
i	1	CS(=O)(=O)c1ccc(NC(=O)CCN2C(=O)NC3(CCCC3)C2=O)cc1
i	-5	CCN(c1ccc(NC(=O)COC(=O)c2ccc([N+](=O)[O-])o2)cc1)C(C)C
i	-5	CC1CN(C(=O)CNC(=O)Cc2cccc3ccccc23)CC(C)O1 (stereo unspecified)
i	-12	COc1ccc(NS(=O)(=O)c2ccc(F)c(F)c2F)cc1S(=O)(=O)N1CCOCC1
i	5	Cc1ccc(CN(C)C(=O)c2cccc(S(=O)(=O)N3CCc4ccccc43)c2)cc1
i	2	COc1ccc(NC(=O)N(C)C[C@H]2Oc3ccc(NC(=O)c4ccncc4)cc3C(=O)N([C@H](C)CO)C[C@@H]2C)cc1
i	0	COc1ccc(Cl)cc1C(=O)OCC(=O)Nc1sccc1C(N)=O
i	-9	CCCCNc1nnc(SCC(=O)c2c(N)n(CCC)c(=O)[nH]c2=O)s1
i	-5	CC1(c2ccccc2Cl)NC(=O)N(CC(=O)N2c3ccccc3NC(=O)C2(C)C)C1=O (stereo unspecified)
i	0	CCOc1ccc(C(=O)OCC(=O)NCc2ccccc2)cc1OCC
i	2	C[C@]12C(=O)N(c3ccc(F)cc3)C(=O)N1[C@H]1c3ccccc3OC[C@@H]1[C@H]2c1ccccc1
i	5	COc1ccc(CN(C)C(=O)c2cccc(S(=O)(=O)N3CCc4ccccc43)c2)c(OC)c1
i	22	C=CC[C@@H](Cc1ccc(F)cc1)C(=O)OC[C@H]1CCCN1C(=O)[C@H](CC=C)CC(=O)N[C@H](CO)Cc1ccccc1
i	5	Cc1ccc(NC(=O)COC(=O)c2ccc(S(=O)(=O)NCc3ccco3)cc2)cc1
i	21	C[C@@H]1CN([C@@H](C)CO)C(=O)Cc2cc(NC(=O)Nc3ccc(C(F)(F)F)cc3)ccc2O[C@@H]1CN(C)S(=O)(=O)c1ccc(Cl)cc1
i	-4	COc1ccccc1-c1oc2ccccc2c1-c1ccc2cc[nH]c2c1
i	1	COc1ccc(S(=O)(=O)N2CCCCC2)cc1NC(=O)CNc1ccccc1N1CCCC1=O
i	0	COc1ccc(C(CNC(=O)CNC(=O)c2ccccc2)N2CCCC2)cc1 (stereo unspecified)
i	-2	Cc1ccc(S(=O)(=O)N2CCN(C(=O)c3ccc(COc4ccccc4)o3)CC2)cc1
i	0	O=C(Cc1ccccc1[N+](=O)[O-])NNC(=O)c1cccs1
i	2	NC(=O)c1ccc(NC(=O)COC(=O)c2ccc(Cl)nc2)cc1
i	3	Cc1nc(SCC(=O)Nc2c(C)n(C)n(-c3ccccc3)c2=O)c(C#N)c(C)c1C
i	-1	CC(C)Cn1c(SC(C)C(=O)NC2CC2)nnc1-c1ccccc1F (stereo unspecified)
i	-2	Cc1cc(C(=O)OCC(=O)Nc2ccccc2C)c(C)o1
i	0	COc1ccc(-c2sc3cc4c(cc3c2C#CCO)OCO4)cc1

Another view of 5 compounds above:
Below each compound – TMEM16A act | HDAC3 inh
> CC1(c2ccccc2Cl)NC(=O)N(CC(=O)N2c3ccccc3NC(=O)C2(C)C)C1=O (stereo unspecified)
 : i | -5
> CCOc1ccc(C(=O)OCC(=O)NCc2ccccc2)cc1OCC
 : i | 0
> CCN(c1ccc(NC(=O)COC(=O)c2ccc([N+](=O)[O-])o2)cc1)C(C)C
 : i | -5
> COc1ccc(NS(=O)(=O)c2ccc(F)c(F)c2F)cc1S(=O)(=O)N1CCOCC1
 : i | -12
> C[C@@H]1CN([C@@H](C)CO)C(=O)Cc2cc(NC(=O)Nc3ccc(C(F)(F)F)cc3)ccc2O[C@@H]1CN(C)S(=O)(=O)c1ccc(Cl)cc1
 : i | 21

(further entries)
TMEM16A act	HDAC3 inh	Molecule
i	4	C=CCCN(Cc1ccccc1)S(=O)(=O)c1cc(Br)ccc1Br
i	1	CC(=O)c1cccc(OCC(=O)OCC(=O)Nc2cc(S(=O)(=O)N3CCCCC3)ccc2C)c1
i	-2	O=C(COC(=O)CCN1C(=O)C2CC=CCC2C1=O)Nc1ccc(Cl)cc1F (stereo unspecified)
i	1	O=C(COC(=O)Cc1cccc(F)c1)NCCc1ccccc1
i	-12	O=C(CNC(=O)c1cccc(N2C(=O)c3ccccc3C2=O)c1)Nc1ccc(F)c(F)c1
i	-6	COCCN(CC(=O)Nc1cccc(C)c1C)C(=O)c1cc(S(=O)(=O)N2CCCC2)ccc1C
i	1	Cc1ccc(S(=O)(=O)CCC(=O)OC(C)C(=O)Nc2ccc(N3CCOCC3)cc2)cc1 (stereo unspecified)
i	5	CCC(=O)c1ccc(OCC(=O)OCC(=O)c2c(N)n(C)c(=O)n(C)c2=O)cc1
i	-3	CCOC(=O)[C@H]1[C@H]2COc3ccc(C)cc3[C@@H]2N2C(=O)CN(Cc3ccc(F)cc3)C(=O)[C@@]12C
i	-2	CC(C)NC(=O)CSc1ccccc1C(=O)N1CCN(S(=O)(=O)/C=C/c2ccccc2)CC1
i	2	COc1ccc(S(=O)(=O)N2CCCCCC2)cc1C(=O)N(C)Cc1c(F)cccc1Cl
i	-1	O=C(Nc1ccccc1)c1nc[nH]c1C(=O)NCCN(CCNC(=O)c1[nH]cnc1C(=O)Nc1ccccc1)CCNC(=O)c1[nH]cnc1C(=O)Nc1ccccc1
i	1	Cc1cccc(NC(=O)CN(C)C(=O)c2ccc(N3CCCCCC3)c([N+](=O)[O-])c2)c1C
i	5	O=C(N/N=C/c1ccccc1C(=O)O)c1cccc(S(=O)(=O)N2CCCCC2)c1
i	9	O=C(Nc1cc(S(=O)(=O)Nc2ccc(Cl)cc2)ccc1O)c1ccc(F)cc1F
i	1	O=C(NCCc1ccccc1)c1cc([N+](=O)[O-])ccc1N1CCOCC1
i	1	CCN(CC)S(=O)(=O)c1ccc(C(=O)Nc2cc(S(=O)(=O)N3CCOCC3)ccc2O)cc1
i	-2	COc1ccc(S(=O)(=O)N(C)C[C@@H]2Oc3c(NS(=O)(=O)c4cn(C)cn4)cccc3C(=O)N([C@@H](C)CO)C[C@@H]2C)cc1
i	1	Cc1occc1-c1nnc(SCC(=O)NC2CCC(C)CC2)o1 (stereo unspecified)
i	-1	Cc1ccc(S(=O)(=O)Nc2cc(S(=O)(=O)N3CCOCC3)ccc2NCC2CCCO2)cc1 (stereo unspecified)
i	12	C[C@@]12CCC3[C@@](CCC4[C@@]3(C)CCC[C@@]4(C)C(=O)NC3CCCCC3)(CC1=O)C2 (stereo partly specified)
i	-3	Cc1noc(C)c1NC(=O)Nc1cccc2c1O[C@H](CN(C)C(=O)NC(C)C)[C@@H](C)CN([C@H](C)CO)C2=O
i	4	CCOC(=O)CCCCCC(=O)Nc1ccc2c(c1)CC(=O)N([C@@H](C)CO)C[C@H](C)[C@@H](CN(C)C(=O)Nc1ccc3c(c1)OCO3)O2
i	-1	CN1CCN(C(=O)c2cccc(NS(=O)(=O)c3ccc(Br)cc3)c2)CC1
i	4	CC(C)(C)OC(=O)C[C@@H]1C/C=C\C[C@@H](CC(=O)NCCO)C(=O)N2CCC[C@H]2COC1=O
i	5	O=C(CCC(=O)N1CCN(c2ccc(C(F)(F)F)cn2)CC1)c1cccs1
i	4	CCOc1ncccc1C(=O)NNC(=O)CSc1ccc(Cl)cc1
i	5	CCOc1ncccc1C(=O)Nc1cc2c(cc1Br)OCCO2
i	3	CC(NC(=O)CN(C)S(=O)(=O)c1ccc(F)cc1)C1CC2CCC1C2 (stereo unspecified)
i	-3	O=C(COC(=O)COc1ccc(Cl)cc1)Nc1ccc2c(c1)OCCO2
i	1	CC1CN(C(=O)COC(=O)Cc2c(F)cccc2Cl)CC(C)O1 (stereo unspecified)
i	2	CC1CCCC(NC(=O)C2COc3ccccc3O2)C1C (stereo unspecified)
i	-2	C[C@H](CO)N1C[C@H](C)[C@@H](CN(C)S(C)(=O)=O)Oc2c(NC(=O)Cc3ccccc3)cccc2C1=O
i	5	CCCCC[C@@H](O)c1cc2ccccc2c(=O)o1
i	-6	COCc1c(C(=O)OCC(=O)N2CCCC2=O)oc2ccccc12
i	3	COc1cc(OC)c(N2CC(C(=O)NCCC3=CCCCC3)CC2=O)cc1Cl (stereo unspecified)
i	10	Cc1ccc(C)c(S(=O)(=O)N2CCN(C(=O)/C=C/c3ccco3)CC2)c1
i	-1	Cc1ccc2oc(C(=O)Nc3cc(C)on3)c(C)c2c1
i	-1	COc1ccc(C(=O)NNC(=O)C23CC4CC(CC(C4)C2)C3)cc1OC
i	11	CC(c1nnc(SCC(=O)N(C)C2CCS(=O)(=O)C2)n1-c1ccccc1)N(C)C (stereo unspecified)
i	1	COc1ccccc1C(=O)OCC(=O)NC(=O)NC1CCCC1
i	-6	COc1cc(OC)cc(-c2c(C#Cc3ccsc3)c3cc(-c4ccc(OC)c(F)c4)ccc3n2C)c1
i	4	CC(=O)C(CC(=O)N1CCCC1)C(=O)Nc1ccc(Cl)cc1 (stereo unspecified)
i	1	O=C(Cn1ccc(C(F)(F)F)n1)NNC(=O)c1ccco1
i	-4	CCCCN1C(=O)c2ccc(C(=O)N(C)CC(=O)Nc3ccc(OCC)c(OCC)c3)cc2C1=O
i	-10	COc1ccc(C(=O)N(C)C2CCCCC2)cc1S(=O)(=O)N1CCOCC1
i	-3	CCCNC(=O)C(Cc1ccccc1)NC(=O)c1ccccc1 (stereo unspecified)
i	-5	COc1ccccc1N(CC(=O)Nc1ccc(C)cc1Cl)S(=O)(=O)c1cccs1
i	0	COc1ccc(OC)c(S(=O)(=O)NCCCN2CCOCC2)c1
i	-7	COCc1c(C(=O)N2CCN(CCOc3ccccc3)CC2)oc2ccccc12

Further records
TMEM16A act	HDAC3 inh	Molecule
i	-3	O=C(NCC(c1ccco1)N1CCCC1)c1ccc(S(=O)(=O)Nc2ccc(F)cc2)cc1 (stereo unspecified)
i	4	Cc1cc(SCC(=O)N2CCCC2=O)nc2ccccc12
i	5	O=C(Cc1c[nH]c2ccccc12)N1CCN(S(=O)(=O)c2cccc(Cl)c2Cl)CC1
i	6	Cc1cccc(C(=O)OCC(=O)NC2CCCCCCC2)c1
i	3	C[C@H]1COC(=O)[C@@H](CC(=O)OC(C)(C)C)C/C=C\C[C@@H](CC(=O)N(CCO)Cc2ccccc2)C(=O)N1
i	-1	CC1(c2ccc3c(c2)OCCO3)NC(=O)N(CC(=O)Nc2ccccc2)C1=O (stereo unspecified)
i	-4	C[C@@H]1COC(=O)[C@H](Cc2ccc(F)cc2)CC/C=C/C[C@@H](CC(=O)N[C@@H](CO)Cc2ccccc2)C(=O)N1
